Bioassay records from PubChem.
14-3-3g Raf: 14-3-3 gamma protein interaction modulation; P61981; FP, 14-3-3gamma / TMR-pS259-Raf peptide binding; inhibition, % at 40 µM; hit rate 0.19% among 160,000; AID 422; in the data active = inhibition above about 30%;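 also: 0% = protein plus tracer without compound and 100% = blank with tracer alone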
Target sequence (P61981 whole entry, looked up): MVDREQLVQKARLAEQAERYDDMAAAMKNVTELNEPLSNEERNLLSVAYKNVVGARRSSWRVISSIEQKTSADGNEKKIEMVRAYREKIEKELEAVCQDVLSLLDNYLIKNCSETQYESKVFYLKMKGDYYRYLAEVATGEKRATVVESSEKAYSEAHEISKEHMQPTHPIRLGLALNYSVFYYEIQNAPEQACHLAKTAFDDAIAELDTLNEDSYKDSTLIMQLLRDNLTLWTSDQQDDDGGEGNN
The depositor's hits bear a star; & = joins results of further samples. Only part of the results is shown. The share of hits here may be higher or lower than overall.

molecule,14-3-3g Raf
CCOC(=O)C1=C(C)Nc2nc(SCc3ccccc3)nn2C1c1ccc([N+](=O)[O-])cc1 (configuration not stated),-5
COc1ccc(N(C(=O)c2ccco2)S(=O)(=O)c2cccs2)cc1,0
Cc1c(C(=O)NC2CCCCC2)oc2ccc(S(=O)(=O)N3CCC(C)CC3)cc12,8
O=C(NCc1ccco1)c1cc(-c2ccccn2)nc2ccccc12,2
NCCNC(=O)c1ncsc1-c1cccc(F)c1,7
COC(=O)c1c(-c2ccc(F)cc2)noc1N,-4
O=C1C(=O)N(Cc2cccc3ccccc23)c2ccc([N+](=O)[O-])cc21,-3
CCC1Oc2ccccc2N(CC(=O)NCCN2CCN(Cc3ccccc3)CC2)C1=O (configuration not stated),-3
CCOC(=O)C1(N(CC)CC)Sc2cc(C)ccc2NC1=O (configuration not stated),-11
Cc1ccc(NC(=O)c2cccs2)cc1Cl,-3
Cc1cc(NS(=O)(=O)c2ccc(NC(=O)c3cc(-c4ccc(C)o4)nc4ccccc34)cc2)no1,-9
O=C1c2cccc3cccc(c23)C(=O)N1CCO,3

Structural class, the compounds so far containing four or more nitrogen atoms
molecule,14-3-3g Raf
CCOC(=O)C1=C(C)Nc2nc(SCc3ccccc3)nn2C1c1ccc([N+](=O)[O-])cc1 (configuration not stated),-5
CCC1Oc2ccccc2N(CC(=O)NCCN2CCN(Cc3ccccc3)CC2)C1=O (configuration not stated),-3
Cc1cc(NS(=O)(=O)c2ccc(NC(=O)c3cc(-c4ccc(C)o4)nc4ccccc34)cc2)no1,-9

In the list so far, these have sulfur.
molecule,14-3-3g Raf
CCOC(=O)C1=C(C)Nc2nc(SCc3ccccc3)nn2C1c1ccc([N+](=O)[O-])cc1 (configuration not stated),-5
COc1ccc(N(C(=O)c2ccco2)S(=O)(=O)c2cccs2)cc1,0
Cc1c(C(=O)NC2CCCCC2)oc2ccc(S(=O)(=O)N3CCC(C)CC3)cc12,8
NCCNC(=O)c1ncsc1-c1cccc(F)c1,7
CCOC(=O)C1(N(CC)CC)Sc2cc(C)ccc2NC1=O (configuration not stated),-11
Cc1ccc(NC(=O)c2cccs2)cc1Cl,-3
Cc1cc(NS(=O)(=O)c2ccc(NC(=O)c3cc(-c4ccc(C)o4)nc4ccccc34)cc2)no1,-9

Continued:
molecule,14-3-3g Raf
CSCCC(Nc1ncnc2sc3c(c12)CCCC3)C(=O)O (configuration not stated),-20
COc1cc(Cl)c(C)cc1NC(=O)c1cn(CC(C)C)c(=O)c2cc(OC)c(OC)cc12,0
Cc1cccc(OCCN2CSC(=S)N(C)C2)c1,2
Cc1[nH]c2ccccc2c1C(=O)CSCC(=O)O,-3
Nc1ncnc2c1ncn2CCN1CCOCC1,-6
CCOC(=O)c1ccc(NS(=O)(=O)c2cc(Br)cc3c2N(C(C)=O)C(C)C3)cc1 (configuration not stated),-13
Cc1ccc(NC(=O)CNS(=O)(=O)c2cccs2)cc1F,-6
O=C(Nc1cccc(Cl)c1)c1ccc(F)c(S(=O)(=O)NC2CCCC2)c1,-10
CCN(c1cccc(C)c1)S(=O)(=O)c1cc(Br)cc2c1N(C(C)=O)C(C)C2 (configuration not stated),-11
CCOC(=O)Cn1c(=O)n(Cc2ccco2)c(=O)c2ccc(C(=O)NCCc3ccccc3)cc21,-10
CC(C)(C)c1ccc(C(=O)Nc2ncc(S(=O)(=O)c3ccc([N+](=O)[O-])cc3)s2)cc1,1
COc1cc2c(cc1OC)CC(C)(C)N(C(=O)c1ccccc1Cl)C2,2

Following part.
molecule,14-3-3g Raf
CCCNC(=O)Cn1cnc2sc(C(=O)N3CCN(Cc4ccc5c(c4)OCO5)CC3)c(C)c2c1=O,-3
Cn1c(-c2ccc3nc(N)sc3c2)nc2cc(N)ccc21,-7
O=C(NCc1ccccc1Cl)c1ccc2c(=O)n(Cc3ccc4c(c3)OCO4)c(=O)[nH]c2c1,-27
c1ccc2oc(N3CCCCC3)nc2c1,-4
CCOc1cccc2cc(-c3nc(-c4ccc(Br)cc4)cs3)c(=O)oc12,-3
CC1=C(C(=O)Nc2ccc(Br)cc2)C(c2ccccc2F)NC(=O)N1 (configuration not stated),-1
Cc1ncc(CO)c2cc(C(N)=O)c(=Nc3ccc(Cl)cc3)oc12,5
Cc1ccc(C(=O)Nc2ccc(S(=O)(=O)Nc3ncccn3)cc2)cc1[N+](=O)[O-],2
O=C(NCc1ccc2c(c1)OCO2)c1cc(-c2ccccn2)nc2ccccc12,0
CCC(C)(C)C1CCc2c(sc(NC(=O)C3c4ccccc4Oc4ccccc43)c2C(N)=O)C1 (configuration not stated),-2
CCOc1ccccc1NC(=O)c1nn(-c2ccc(C)cc2)c(=O)c2c1c1ccccc1n2C,-7
Cc1ccc(S(=O)(=O)N2CCOCC2)cc1C(=O)N1CCOCC1,3

Other entries follow.
molecule,14-3-3g Raf
Cc1cccc(NC(=O)C(c2ccccc2)N2CCC2=O)c1 (configuration not stated),-11
Cc1nc(Oc2ccc(F)cc2)c(C(=O)NCc2ccccc2Cl)c(C)c1Cl,2
Cn1cccc1Cc1nnc(SCC(=O)Nc2ccc(F)cc2F)n1-c1ccc(F)cc1,-6
CCc1ccc(NC(=O)c2cnc3n(c2=O)CCS3)cc1,-1&-3
c1ccc(Nc2nc3ccccc3[nH]2)nc1,-3
C#CCOc1ccc(C2C3=C(CC(C)(C)CC3=O)N(CC)C3=C2C(=O)CC(C)(C)C3)cc1,0
CC(C)C(=O)Nc1ccc2c(c1)nc1n2CCSC1,-10
COc1cc(OC)c(/C=C2/C(=O)Nc3ccccc32)c(OC)c1,4
O=C(c1ccccc1)c1ccc(NC(=O)c2c(O)c3ccccc3[nH]c2=O)cc1,-5
O=C(c1ccc(N2CC3CC(C2)c2cccc(=O)n2C3)c(NS(=O)(=O)c2cccc(Cl)c2)c1)N1CCCC1 (configuration not stated),-4
N/C(CC(=O)NCCOc1ccccc1)=N\O,-2
O=C(NC1CCN(Cc2ccccc2)CC1)C1CCN(S(=O)(=O)c2ccc(Br)s2)CC1,-6

(next part)
molecule,14-3-3g Raf
CCOC(=O)c1ccc(-c2ccc(-c3c(C#N)c(N)n4c(nc5ccccc54)c3C#N)o2)cc1,-120
Cc1cccc(CC(=O)Nc2ccc3nc(N4CCN(C)CC4)cc(C)c3c2)c1,-29
COc1ccc(N2CCN(c3ccc([N+](=O)[O-])cc3C#N)CC2)cc1,6
Cc1noc(C)c1S(=O)(=O)Nc1ccc2c(c1)OCCO2,3
CN1C(=O)N(C)C2C1N(C)S(=O)(=O)N2C (configuration not stated),-1
Cc1ccc(Cl)cc1N1CCN(C(=O)CN2C(=O)COc3ccc(Cl)cc32)CC1,0
COc1cccc(-c2cc(C(=O)NCc3ccc(Cl)cc3)no2)c1,-7
Cc1ccc(-c2cc(C(=O)N(C)Cc3cnn(C)c3C)c3cc(Br)ccc3n2)cc1,2
COc1ccc(CN(C(=O)c2ccco2)c2ccc(Br)cc2)cc1OC,-2
CCOc1ccccc1C1CC(c2ccc(Br)cc2)Nc2nc(N)nn21 (configuration not stated),2
Cc1cc(C)cc(NS(=O)(=O)c2ccc3[nH]cc(C(=O)NCc4cccnc4)c(=O)c3c2)c1,-35
CC1CCN(C(=O)c2ccc(N3C(=O)CCC3=O)cc2)CC1,-9

Random excerpt: two records from the list, in no set order.
molecule,14-3-3g Raf
COc1ccc(CN(C(=O)c2ccco2)c2ccc(Br)cc2)cc1OC,-2
Cc1ccc(Cl)cc1N1CCN(C(=O)CN2C(=O)COc3ccc(Cl)cc32)CC1,0

Other records
molecule,14-3-3g Raf
CCOC(=O)Cc1csc(NS(=O)(=O)c2cccc([N+](=O)[O-])c2)n1,-8
CCOC(=O)CN(C(=O)CNC(=O)c1ccco1)C(C(=O)NC1CCCC1)c1ccccc1OCC (configuration not stated),-3
CCCCN(C)C(=O)C1c2cc(OC)c(OC)cc2C(=O)N(C)C1c1ccc(SC)cc1 (configuration not stated),5
Cc1ccc(CN2C(=O)CCC2C(=O)NC(C)C)cc1 (configuration not stated),2
CCOCCCN1CC(C(=O)NCCc2ccc(C)cc2)CC1=O (configuration not stated),-6
CCn1c(CCCO)nc2ccccc21,-9
COc1ccccc1N1C(=O)C2C(C(C)=O)=NN(c3ccc(C)cc3)C2C1=O (configuration not stated),9
O=C(Nc1cnc2ccccc2c1)N1CCCCCC1,-7
CCc1ccc(NC(=O)c2cc(S(=O)(=O)N3CCCC3)ccc2F)cc1,2
COc1cc2[nH]c(=O)n(CCC(=O)N3CCN(Cc4ccccc4)CC3)c(=O)c2cc1OC,-7
O=C(CCn1cnc2ccccc2c1=O)Nc1cccc(Cl)c1,13
COc1cccc(N2C(=O)CC(Nc3ccc(N4CCOCC4)cc3)C2=O)c1 (configuration not stated),-3

More structures
molecule,14-3-3g Raf
Cc1ccc2c(c1)sc1nc(=O)n(-c3ccc(Cl)cc3)c(=O)n12,-3
CCOC(=O)N1CCC(n2c(SCC(=O)Nc3nccs3)nc3ccsc3c2=O)CC1,-10
O=C(NCc1ccc(F)cc1)C1CCN(S(=O)(=O)N2CCCCC2)CC1,-8
O=C(CSc1nnc(CNC(=O)c2cccs2)o1)NCc1ccc(F)cc1,-7
CC(=O)Oc1ccccc1C(=O)Oc1ccc2c(c1)c(C(C)=O)c(C)n2-c1ccccc1,10
CCOC(=O)C1=C(O)CSC1=Nc1ccc(Cl)cc1,-11
COc1ccc(C2Nc3c(cccc3C(F)(F)F)C3C=CCC32)cc1[N+](=O)[O-] (configuration not stated),4
N#CC1C(=O)NC(=O)C(C(=O)S)C12CCCCC2 (configuration not stated),-4
C=C(C)C1CC=C(C(=O)O)CC1 (configuration not stated),-1
Clc1cccc(-n2cc(-c3ccccc3)c3c(NCCN4CCOCC4)ncnc32)c1,0
O=C1CCCC2=C1C(c1ccc([N+](=O)[O-])cc1)c1c(nc(SCc3ccccc3)[nH]c1=O)N2 (configuration not stated),-6
COc1cc(Br)c(C2C(C(=O)OCCOc3ccccc3)=C(C)NC3=C2C(=O)CC(C)(C)C3)cc1OC (configuration not stated),-5

Further results follow.
molecule,14-3-3g Raf
CC(C)CC(C(=O)O)C(C)CC(=O)Nc1ccn(-c2ccccc2)n1 (configuration not stated),2
c1n[nH]c(SCCCCSc2ncn[nH]2)n1,0
O=C(Nc1cccc2c1C(=O)c1ccccc1C2=O)c1ccco1,0
COC(=O)C1=C(C)N(C)C(=S)NC1c1ccc(OC)cc1 (configuration not stated),-6
Cc1cccc(C(OC(=O)c2ccco2)C(=O)NCc2ccccc2)n1 (configuration not stated),-5
CCCCOc1ccc(/C(N)=N/O)cc1,-1
Cc1ccc(COc2ccc3c(-c4ccccc4)cc(=O)oc3c2)cc1,5
CCOC(=O)C(C)Sc1nc2c(c(=O)n1-c1ccc(F)cc1)SCC2 (configuration not stated),3
CCOC(=O)C1CCCN(C(=O)CN2C(=O)COc3ccc(C(C)(C)C)cc32)C1 (configuration not stated),5&3
CC(C)(C)N(Cc1cc2ccccc2[nH]c1=O)C(=O)c1cccnc1,1
CN1C(=O)C(CC(=O)Nc2ccc(F)cc2)N(CCc2ccc(S(N)(=O)=O)cc2)C1=S (configuration not stated),-5
CCOC(=O)c1c(C)n(C)c2ccc(OCC(O)CN3C(=O)c4ccccc4S3(=O)=O)cc12 (configuration not stated),0

Remaining list, next part.
molecule,14-3-3g Raf
Cc1ccc(C)c2[nH]c(=O)c(CN(CC3CCCO3)S(=O)(=O)c3ccc4c(c3)OCCO4)cc12 (configuration not stated),-3
CCOC(=O)C1C(=O)C=C(c2cccc(OC)c2)CC1c1cccc(OC)c1OC (configuration not stated),-4
COCCCNC(=O)C1C2C=CC3(CN(Cc4ccc(C)cc4)C(=O)C13)O2 (configuration not stated),-9
COc1ccc2[nH]c(=O)c(CN(C(C)=O)c3cccc(C)c3)cc2c1,-6
Cc1nc2nc(C)c(CCC(=O)N3CCc4ccccc43)c(C)n2n1,-2
Cc1ccc(-n2c(=S)[nH]c3ccsc3c2=O)cc1C,-5
COc1cc2c(cc1NC(=O)c1ccc3ccccc3n1)oc1ccccc12,1
CCOC(=O)N1CCC(Nc2c(NCCN3CCN(Cc4ccccc4)CC3)c(=O)c2=O)CC1,4
CCC(=O)N1c2ccc(S(=O)(=O)CCC(=O)Nc3nccs3)cc2CC1C (configuration not stated),0&12
CC1CCN(S(=O)(=O)c2ccc3nc(-c4ccncc4)cc(C(=O)NCc4ccc5c(c4)OCO5)c3c2)CC1,4
CNC(=O)C(=O)NCCCn1ccnc1,0
Cn1nnnc1CCOCCc1nnnn1C,-8

The results go on.
molecule,14-3-3g Raf
CCCCn1c(=N)n(CC(=O)c2ccco2)c2ccccc21,-5
Cc1ccc(-n2nnnc2SCC(=O)NCCc2ccccc2)cc1C,-11
CCOC(=O)c1c(NC(=O)COc2cccc(Cl)c2)sc2c1CCC(C)C2 (configuration not stated),-11
Cc1cc(C)cc(OCC(=O)Nc2ccc3c(c2)C(=O)c2ccccc2C3=O)c1,-17
O=C(CSc1nnc(-c2ccccc2)n1-c1ccccc1)NC1CC1,-5
Cc1c(C(=O)N2CCCCCC2)sc2ncn(CC(=O)N3CCCCC3)c(=O)c12,-18
O=C1CC(c2ccc(Cl)cc2)CC2=C1C(c1cccc([N+](=O)[O-])c1)Nc1ccccc1N2 (configuration not stated),-1
COC(=O)c1ccc(N=Cc2ccc(OC(=O)c3ccccc3)cc2)cc1,4
CCOC(=O)C1CCCN(c2ncnc3c2[nH]c2cccc(OC)c23)C1 (configuration not stated),-5
CN1CCN(C(=O)c2cn(C)c3ccc(S(=O)(=O)N4CCCC4)cc3c2=O)CC1,-7
c1ccc(OCCOCCSc2ncccn2)cc1,0
CCn1c(SCC(=O)OC(C)C)nnc1-c1cccc(Cl)c1,-2
